Bioassay records deposited in PubChem by National Center for Advancing Translational Sciences (NCATS).
AMA1-RON2 inh = AMA1-RON2 (P. falciparum) interaction inhibition; 0.2% of 360,000 active; Potency, µM (series often up to 58.2 µM), without a hit: at the highest dose activity change, negative = inhibition, hits mostly inhibitors; AlphaScreen AMA1-biotinylated RON2 peptide binding; AID 720542;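 note: potency is the fitted concentration of half-maximal effect; 0% = vehicle wells and -100% = peptide control; nearly all actives have a fitted effect of over 45% in size; some results filed as inactive show a strong effect at the top dose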
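AMA1 (3D7) with his tag at 25 nM final met compounds first, then biotinylated RON2 peptide at 25 nM; detection used donor plus acceptor beads, 10 µg/mL apiece, read by AlphaScreen after 30 min at room temperature.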
Pf growth 48h = inhibits P. falciparum growth in the first generation, 48 h | P. falciparum luciferase growth in erythrocytes, 48 h | Potency, µM (highest dose often 28.7 µM), inactives show at the highest dose activity change, negative = inhibition, usual class: inhibitors | 5.9% of 310,000 active | AID 504832; note: potency is the fitted concentration of half-maximal effect; % is set by controls: 0 for no effect and ±100 for the full control effect
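Erythrocytes infected with P. falciparum carrying an integrated firefly luciferase reporter (2% hematocrit, 0.1% parasitemia final) were exposed to compounds in RPMI 1640 with 0.5% Albumax at 37 C, 5% CO2. Growth inhibition was scored as reduced luminescence.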
Tb PYK inh = T. brucei pyruvate kinase inhibition; TbPYK enzyme, Kinase-Glo Plus ATP luminescence, 45 min; Potency, µM (titrated, usually from 76.8 µM), for the others: at the top dose activity, negative = inhibition, usual class: inhibitors; 0.12% of 410,000 active; AID 624173; note: potency is the fitted concentration of half-maximal effect; % is set by controls: 0 for no effect and ±100 for the full control effect; nearly all actives have a fitted effect of over 50% in size
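Luminescence from Kinase-Glo Plus, added after a 45-minute room-temperature reaction, served as the end-point read-out. The enzyme and substrate were preincubated with compound before ADP (130 uM final) initiated turnover. Concentration-effect curves came from normalized qHTS data.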
LmPK inh = LmPK (Leishmania mexicana) enzyme inhibition. Q27686. purified LmPK, Kinase-Glo ATP luminescence, 1 h. 0.37% of 290,000 active. Potency, µM (highest dose often 57.5 µM), without a hit: top-dose activity change, negative = inhibition, usual class: inhibitors. AID 1721; note: potency is the fitted concentration of half-maximal effect; % is set by controls: 0 for no effect and ±100 for the full control effect
Target sequence (Q27686 whole entry, looked up): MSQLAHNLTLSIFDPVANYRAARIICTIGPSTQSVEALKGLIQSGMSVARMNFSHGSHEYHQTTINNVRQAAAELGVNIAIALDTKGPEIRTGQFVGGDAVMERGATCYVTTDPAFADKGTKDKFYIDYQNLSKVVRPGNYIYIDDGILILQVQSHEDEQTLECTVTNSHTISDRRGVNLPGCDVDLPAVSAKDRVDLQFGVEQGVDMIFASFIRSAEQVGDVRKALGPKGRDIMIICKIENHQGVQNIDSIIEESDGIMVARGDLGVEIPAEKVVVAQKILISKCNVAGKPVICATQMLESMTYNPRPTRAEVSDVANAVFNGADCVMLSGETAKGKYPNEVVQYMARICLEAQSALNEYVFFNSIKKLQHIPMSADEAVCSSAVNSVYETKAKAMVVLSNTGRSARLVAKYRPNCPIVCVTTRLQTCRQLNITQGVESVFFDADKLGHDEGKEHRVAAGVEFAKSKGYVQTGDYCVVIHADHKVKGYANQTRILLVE
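Kinase-Glo luminescence read after 1 h RT reaction of 0.1 nM LmPK with 0.5 mM PEP and 0.1 mM ADP. Activity scaled between uninhibited and enzyme-free controls.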
Pf growth 96h = P. falciparum growth inhibition at 96 hour, primary screen for plastid delayed-death inhibitors | P. falciparum luciferase reporter growth, 96 h | Potency, µM (titrated, usually from 28.7 µM), inactives show at the top dose activity change, negative = inhibition, most hits filed as inhibitors | 6.9% of 320,000 active; note: potency is the fitted concentration of half-maximal effect; % is set by controls: 0 for no effect and ±100 for the full control effect
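96 h incubation, 37 C, 5% CO2, of luciferase-reporter P. falciparum-infected RBCs (2% hematocrit, 0.05% parasitemia final) with test compounds; endpoint luminescence.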
CHX counter = counter-screen hit for Shiga toxin inhibitors, cycloheximide. 12% of 300,000 active. AID 2314. cell reporter, cycloheximide protein synthesis inhibition counterscreen. max response, %; in the data active = max response mostly above about 13%, no sharp cut-off; inactive = mostly below about 14%; note: read at 38.3 µM for the half of the compounds with a filed dose; 0% is about no effect
Shiga toxin inh = blocks Shiga toxin action in Vero cells. Vero cells, Shiga toxin protein synthesis inhibition reporter. inhibition, % at 38.7 µM. 9.2% of 290,000 active. AID 2315; in the data active = inhibition mostly above about 28%, no sharp cut-off; inactive = mostly below about 43%; note: 0% is about no effect
* = called active by the depositor; ? = inconclusive; . = not tested or not shown; & = joins results of further samples; [ ] = dose if it differs, or a comment. Unless noted, calls come from the whole dose curve; as a rule, active = well fitted curve in the direction sought with a large enough effect; inconclusive = small, poorly fitted or top-dose-only effect, or another doubt; inactive = no such curve, though single readings can be large; an effect the other way counts as inactive or inconclusive.

Compound	AMA1-RON2 inh	Pf growth 48h	Tb PYK inh	LmPK inh	Pf growth 96h	CHX counter	Shiga toxin inh
O=C(N/N=C/CCc1ccccc1)c1ccc(CN2c3cccc4cccc(c34)S2(=O)=O)cc1	46%[activator]	2%	-12%	5%	-32%	10	13
CCc1c(C)[nH]c2ccc(OC)cc2c1=S	-15%	?	2µM*	?	?	-2	-11
Cc1ccc(CNCc2ccccc2Cl)cc1	9%	.	4%	0%	51%[activator]	16*	22
O=C(CN1C(=O)C2CCCCC2C1=O)Nc1ccccc1N1CCCC1 (centres undefined)	-1%	-11%	-6%	.	14%	.	.
O=C1NCN(c2ccccc2)C12CCN(CCCC(c1ccc(F)cc1)c1ccc(F)cc1)CC2	-11%	1.9µM*	-1%&-4%	0%	3.7µM*	-3	-7
CCOc1ccc(C2CC(c3ccc(F)cc3)Nc3nc(N)nn32)cc1 (centres undefined)	1%	11%	1%	3%	39%[activator]	-2	12
O=C(CN1C(=O)NC(Cc2ccccc2)C1=O)Nc1ccccc1F (centres undefined)	-4%	-10%	0%	.	-1%	.	.
COc1nc(C)ccc1-c1noc(-c2cccnc2)n1	-4%	0%	1%	-1%	0%	19*	.
CC(C)CN1CCN(C(=O)CCc2nnc(Cc3c[nH]c4ccccc34)o2)[C@@H](C)C1=O	-4%	-19%	-9%	3%	-12%	17	36*
CCCCCCNc1nc(-c2ccc(OC)cc2)c(CCC(=O)O)s1	7%	3%	-5%	0%	7%	-3	-14
CCOC(=O)c1c(S(=O)(=O)N2CCN(Cc3ccccc3)CC2)c(C)n(C)c1C	-3%	-14%	1%	-3%	?	7	-8
CCOC(=O)C1=NOC(CN(c2ccccc2)S(=O)(=O)c2ccc(Cl)cc2)C1 (centres undefined)	19%	?	-10%	-2%	-7%	-4	-6
Cc1ccc2c(c1)CCCN2C(=O)C1CCCO1 (centres undefined)	-5%	?	-3%	-2%	?	-1	-5
CCn1c(=O)cc(OCC(=O)Nc2cc(C)ccn2)c2ccccc21	-7%	?	-11%	3%	-2%	-4	1
CCOC(=O)C1CCN(Cc2cccc(OC)c2)CC1	-22%	.	6%	7%	9%	-3	-9
COc1cccc(CN2C(=O)C3(C(C#N)=C(N)OC4=C3C(=O)CCC4)c3ccccc32)c1 (centres undefined)	4%	4.1µM*	4%	1%	9%	-3	-8
O=C(Nc1cccc(Cl)c1N1CCOCC1)c1ccc(Br)o1	0%	19%	4%	-5%	-9%	1	-7
O=c1c2c([nH]n1-c1ccccc1)CCSC2	26%	1%	7%	-2%	3%	1	3
Cc1ccc(C(O)c2ccc(-n3ccnc3)cc2)cc1 (centres undefined)	1%	?	1%	-4%	?	-2	8
O=C1CCC([N+](=O)[O-])C(c2cc(Br)ccc2F)N1 (centres undefined)	17%	25%	-2%	5%	10%	-1	-1

Carrying on.
Compound	AMA1-RON2 inh	Pf growth 48h	Tb PYK inh	LmPK inh	Pf growth 96h	CHX counter	Shiga toxin inh
CCc1ccc(/C=C2\Oc3cc(OC(=O)N4CCOCC4)ccc3C2=O)cc1	2%	?	-8%	-8%	10µM*	-1	-3
CC(Sc1nnc(COc2ccc([N+](=O)[O-])cc2)n1C)C(=O)O (centres undefined)	-6%	1%	-6%	-5%	-20%	6	-15
N#Cc1ccc(COC(=O)CCc2c[nH]c3ccccc23)cc1	0%	10%	4%	-5%	-7%	-2	-3
O=C(NCCCN1CCOCC1)C1CCN(S(=O)(=O)c2c(Cl)cccc2Cl)CC1	3%	17%	-4%	5%	?	1	-5
O=C(c1ccco1)[C@@H]1[C@@H]2C(=O)N(c3ccc(F)cc3)C(=O)[C@@H]2[C@H]2C=Cc3ccccc3N21	-5%	?	-10%	-7%	3.7µM*	9	23
COc1cc2nc(CN3CCN(S(=O)(=O)c4ccc(Cl)cc4)CC3)[nH]c(=O)c2cc1OC	-5%	?	2%	14%	?	-6	-10
CN1C(=O)NC(c2ccc(O)cc2)C(C(=O)c2cccs2)C1(O)C(F)(F)F (centres undefined)	1%	?	0%	2%	?	34	111*
O=C(C(=O)N1CCOCC1)c1cn(CCCOc2ccccc2)c2ccccc12	0%	-3%	2%	2%	20%	-1	20
CCOc1ccccc1NC(=O)c1ccc2nc[nH]c2c1	-8%	11%	5%	-1%	23%	-2	-10
Cc1ncc(C[n+]2csc(CCOC(=O)C34CC5CC(CC(C5)C3)C4)c2C)c(N)n1	-4%	-3%	-1%	4%	9%	-3	-3
Cc1nc2ccccc2cc1C(=O)Nc1ccccc1Cl	-1%	93%[activator]	-5%	-8%	60%[activator]	9	26
CC1CCC(NS(=O)(=O)c2ccc3c(c2)n(C)c(=O)c(=O)n3C)CC1 (centres undefined)	13%	20%	5%	1%	?	8	-7
Cc1cc(C)nc(N/N=C/c2ccccc2Cl)n1	55%[activator]	124%[activator]	-3%	-21%	96%[activator]	59*	94*
CCN1CCN(C(=O)c2cnn3c(C(F)F)cc(-c4ccc(C)cc4)nc23)CC1	-6%	?	.	0%	7.4µM*	-3	-15
CN(CC(=O)Nc1ccc(Cl)c(C(F)(F)F)c1)C(=O)C1CCCO1 (centres undefined)	4%	-1%	2%	.	-24%	.	.
Cc1cc(C)c2[nH]c(=O)c(CN(Cc3cccnc3)C(=S)NCCCN(C)C)cc2c1	-11%	?	2%	3%	5%	1	-16
O=C(NCC1(O)CCCCC1)C1CCC(=O)N(Cc2ccccc2F)C1 (centres undefined)	8%	31%[activator]	4%	6%	?	-3	-13
OC(CN1CCOCC1)Cn1c2ccccc2c2ccccc21 (centres undefined)	-9%	?	0%	-6%	-18%	5	-6
O=C(CCNC(=O)c1ccc(Br)cc1)Nc1ccc(S(=O)(=O)Nc2ncccn2)cc1	-15%	-6%	-2%	.	20%	.	.
O=C(Cn1cnc2c(nnn2Cc2ccc(F)cc2)c1=O)Nc1ccc2c(c1)OCCO2	-10%	2%	0%	5%	25%	2	-2

Random excerpt: 4 records from the list.
Compound	AMA1-RON2 inh	Pf growth 48h	Tb PYK inh	LmPK inh	Pf growth 96h	CHX counter	Shiga toxin inh
Cc1cc(C)nc(N/N=C/c2ccccc2Cl)n1	55%[activator]	124%[activator]	-3%	-21%	96%[activator]	59*	94*
O=C(CCNC(=O)c1ccc(Br)cc1)Nc1ccc(S(=O)(=O)Nc2ncccn2)cc1	-15%	-6%	-2%	.	20%	.	.
O=C(Cn1cnc2c(nnn2Cc2ccc(F)cc2)c1=O)Nc1ccc2c(c1)OCCO2	-10%	2%	0%	5%	25%	2	-2
OC(CN1CCOCC1)Cn1c2ccccc2c2ccccc21 (centres undefined)	-9%	?	0%	-6%	-18%	5	-6

Later entries.
Compound	AMA1-RON2 inh	Pf growth 48h	Tb PYK inh	LmPK inh	Pf growth 96h	CHX counter	Shiga toxin inh
CN1CCc2c(sc3c2C(=O)NC(c2cccc(OC(=O)c4cccs4)c2)N3)C1 (centres undefined)	21%	116%[activator]	-10%	-2%	?	45*	70*
Cc1ccc(NC(=O)c2ccc(S(=O)(=O)NCc3cccnc3)cc2)cc1C	5%	-16%	-11%	-10%	?	8	41
Cc1cccc(Nc2nc(CC(=O)O)cs2)c1	3%	46%[activator]	2%	-6%	?	41*	105*
CC1(C)Cc2cccc(OCC(=O)Nc3ccccc3F)c2O1	1%	3%	-12%	.	0%	.	.
COC(=O)CSC1=C(C#N)C(=O)NC(c2ccccc2)S1 (centres undefined)	1%	.	-8%	4%	0%	8	-2
O=C(NC(=S)Nc1cccc(-c2ccc(CO)o2)c1)c1cccs1	86%[activator]	6%	-4%	1%	-40%[1.15 µM]	12	127*
COc1cc(C2c3c([nH]c(=O)[nH]c3=O)Nc3ccc4ccccc4c32)cc(OC)c1OC (centres undefined)	-12%	?	2%	-1%	?	-5	-4
CCOC(=O)CC(NC(=O)C(Cc1ccc(N(CCCl)CCCl)cc1)NC(C)=O)C(=O)OCC (centres undefined)	-17%	9.3µM*	-28%	-12%	11%	-2	2
CCS(=O)(=O)c1ccc(O)c(N2C(=O)C3C4C=CC(C4)C3C2=O)c1 (centres undefined)	-5%	9%	0%	5%	3%	-1	-13
O=C(c1c(Cl)nc2sccn12)N1CCCc2ccccc21	-3%	-4%	-14%	-1%	?	11	12
O=C1CCC(=O)N1c1cccc(-c2nc3ccccc3o2)c1	0%	.	6%	4%	?	7	43
O=C(CC1OC(=O)c2ccccc21)Nc1cccc(S(=O)(=O)N2CCCCCC2)c1 (centres undefined)	16%	?	-6%	0%	-16%	0	-8
O=C(Nc1ccc(Cl)cc1)C1CCCN(C2=NS(=O)(=O)c3ccccc32)C1 (centres undefined)	-2%	-16%	4%	.	-20%	.	.
CCCOP(=O)(OCCC)C(NC(=O)c1ccccc1)=C(Cl)Cl	-3%	-5%	3%	1%	?	-6	-7
Cc1cc(S(=O)(=O)N2CCOCC2)c(C)s1	13%	30%	-20%	5%	?	-3	-6
O=C(Cc1csc(NC(=O)Nc2cccc(Cl)c2)n1)NCc1cccnc1	-5%	-3%	-12%	.	3%	.	.
COC(=O)c1ccc(NC(=O)c2ccc3c(c2)OCO3)cc1	8%	97%[activator]	4%	-10%	15µM*	24*	43*
Cc1ccc(C2=NN(C(=S)Nc3ccccc3)C(c3ccco3)C2)cc1 (centres undefined)	24%	45%[activator]	0%	2%	9.3µM*	39*	71*
CC(C)NC(=O)c1ccc(CN2CCc3ccccc3C2)cc1	8%	103%[activator]	-1%	-1%	?	1	3
CC(=O)c1cccc(NC(=O)NCCc2c[nH]c3ccccc23)c1	-19%	2%	2%	4%	-3%	12*	26

New compounds follow.
Compound	AMA1-RON2 inh	Pf growth 48h	Tb PYK inh	LmPK inh	Pf growth 96h	CHX counter	Shiga toxin inh
COc1cc(/C=C(\C#N)C(=O)NCC2CCCO2)ccc1OCC(=O)O (centres undefined)	14%	35%[activator]	7%	2%	2.3µM*	-2	-10
Cc1ccccc1CNS(=O)(=O)c1c(C(=O)N2CCCC2)c(C)n(C)c1C	-4%	17%	-7%	1%	-30%	5	-3
COc1ccc(C(=O)c2coc3ccc(O)c(CN4CCOCC4)c23)cc1	-6%	?	-3%	7%	-25%	13*	38*
O=C(c1cc(COc2cccc(C(F)(F)F)c2)on1)N1CCC(Oc2cccnc2)CC1	-8%	-15%	-3%	-3%	54%[activator]	14	3
Cc1[nH]n(-c2ccccc2)c(=O)c1S(=O)(=O)c1ccccc1	?	-6%	-8%	4%	-4%	2	29
COc1ccc(CNC(=O)CN2C(=O)C3C4C=CC(C4)C3C2=O)cc1 (centres undefined)	0%	23%	-2%	9%	?	1	-13
O=C(COc1ccccc1)NC1CCN(Cc2ccccc2)CC1	0%	?	2%	1%	12%	0	-4
C(=N\N=C\c1ccccc1)/c1ccccc1	-1%	.	1%	-20%	-24%	55*	132*
CC1CCN(CCNC(=O)C2CCCN(c3ncnc4c3nc3n4CCCCC3)C2)CC1 (centres undefined)	-7%	-8%	0%	0%	2.9µM*	2	-6
c1ccc2nc(OCCN3CC3)ccc2c1	-1%	?	2%	4%	?	0	11
